GalR3 antagonist: antagonists of human GalR3; HEK293 GalR3-CNG cAMP membrane potential fluorescence; galR3 body fused to GalR1 C-terminus; inhibition, % at 3 µM; 360,000 compounds, 0.44% hits;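 active = inhibition above the screen-wide average plus 3 SD, cut at about 13% in these data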;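 also: forskolin and galanin both at EC90 stimulate the cells; cAMP rise reported by CNG channel membrane potential dye signal; 0% = forskolin plus galanin with DMSO and 100% = forskolin alone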
Target sequence (O60755 1-299 limits assumed): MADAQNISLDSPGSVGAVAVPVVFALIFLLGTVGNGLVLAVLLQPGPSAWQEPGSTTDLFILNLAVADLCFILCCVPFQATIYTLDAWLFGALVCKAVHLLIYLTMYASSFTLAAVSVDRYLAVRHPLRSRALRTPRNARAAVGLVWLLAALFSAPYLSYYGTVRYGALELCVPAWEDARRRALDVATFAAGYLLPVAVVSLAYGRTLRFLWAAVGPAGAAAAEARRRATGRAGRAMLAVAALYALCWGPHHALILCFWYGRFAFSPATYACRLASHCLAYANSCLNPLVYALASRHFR
CRFBP-R2 agonist: agonists of human CRF-binding protein/CRF-R2 receptor complex | HEK293 CRF-R2/CRF-BP, calcium dye fluorescence (FLIPR); percent of saturating CRF peptide response | activation, % at 13.2 µM | AID 588473 | 350,000 compounds, 0.46% hits;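 active = activation of at least 50%, plus an integration ratio under a set limit after plate pattern correction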;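 also: plate controls were neutral control wells without compound for no effect and CRF at EC100 for full effect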
MEKK3 PB1 HTS: MEKK3-MEK5 PB1 interaction, increase or decrease; Q99759; bead-based flow cytometry, Alexa488-MEK5 binding to MEKK3; actives lie on both sides; 0 = blocked by unlabeled MEK5, 100 = vehicle; binding response (% of control), % at 10 µM; 290,000 compounds, 1.4% hits;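 active = binding response more than 3 SD above or below the average of its plate-row segment, actives on both sides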;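 also: Alexa488 bead fluorescence after subtracting the streptavidin-only scavenger bead signal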
CRFR2-BP antag: CRF-BP/CRF-R2 complex antagonism | HEK293 CRF-R2/CRF-BP, CRF-induced calcium fluorescence | inhibition, % at 11.8 µM | 350,000 compounds, 0.59% hits | AID 588475;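 active = inhibition of the ligand-induced calcium signal above about 50% at the single tested concentration, limit read from the data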
UBC9 SUMO inh: blocks human SUMOylation mediated by UBC9. HTRF SUMOylation assay, SAE1/SAE2 + UBC9, in vitro. 290,000 compounds, 0.36% hits. inhibition, % at 35 µM. P63279. AID 2006; in the data active = inhibition above about 50%, passing the limit was not always enough; also: strong numbers were not always called active
Target sequence (P63279 whole entry, looked up): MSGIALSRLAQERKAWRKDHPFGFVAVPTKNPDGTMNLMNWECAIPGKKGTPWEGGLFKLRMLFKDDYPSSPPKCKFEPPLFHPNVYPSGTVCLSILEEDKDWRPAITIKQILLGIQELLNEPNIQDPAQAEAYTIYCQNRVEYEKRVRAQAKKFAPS
MEKK2mut PB1 HTS: signal of MEK5 binding to mutant human MEKK2 PB1 domain. bead flow cytometry, Alexa488-MEK5 binding to MEKK2 mutant. percent response, % at 10 µM. 290,000 compounds, 0.35% hits. AID 1530; in the data active = percent response above about 24%, passing the limit was not always enough; also: inactives centre near 1; some results filed as inactive read as strong as hits; reference of the scale not given here
HCV NS3 hel inh: inhibitors of Hepatitis C virus NS3 helicase | 290,000 compounds, 0.56% hits | NS3 helicase DNA unwinding, Cy5 molecular beacon fluorescence | inhibition, % at 10.9 µM | AID 1800;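 active = inhibition above the mean of all tested compounds plus 3 SD, set per campaign, cut at about 35% in these data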;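 also: 0% = DMSO wells and 100% = thioflavine S control wells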
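Test system: hepatitis C virus NS3 helicase domain fragment enzyme. Also added: annealed dual-labelled DNA beacon duplex, ATP-started. Timing: 60 min unwinding reaction at 25 °C after ATP addition. Technique: Cy5 fluorescence. Measure: % inhibition of unwinding.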
DNA FID counter: counter-screen for HCV NS3 helicase inhibitors: DNA intercalator displacement; DNA fluorescent intercalator displacement, fluorescence; inhibition, % at 7.9 µM; 290,000 compounds, 0.17% hits; AID 1845; in the data active = inhibition above about 37%;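 also: 0% = vehicle and 100% = reference compound; higher means more ethidium bromide displaced from hairpin DNA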
MEKK2 WT-MEK5: raises or lowers MEK5 binding to wildtype human MEKK2 PB1 domain; binding response (% of control), % at 10 µM; bead flow cytometry, Alexa488-MEK5 binding to MEKK2 WT; actives lie on both sides; 290,000 compounds, 1.1% hits; in the data active = binding response below about 67% or above about 130%
An asterisk follows results filed as active; x = not tested or not shown.

SMILES	GalR3 antagonist	CRFBP-R2 agonist	MEKK3 PB1 HTS	CRFR2-BP antag	UBC9 SUMO inh	MEKK2mut PB1 HTS	HCV NS3 hel inh	DNA FID counter	MEKK2 WT-MEK5
CC(CN1CCNCC1)(NS(=O)(=O)c1ccccc1)c1ccccc1 (stereo unspecified)	-2	1.2	104	4	12	8	-7	9	106
c1ccc(CCSc2nccn2-c2ccccc2)cc1	-1	-0.9	126	4	19	9	-4	-14	124
CCc1cc(=O)[nH]c(SCCC(F)=C(F)F)n1	5	-2.9	106	5	8	-4	3	-4	99
COc1ccc(Cl)cc1S(=O)(=O)N1CCCc2ccccc21	-13	-1.1	106	13	-8	1	-9	-18	106
CCOc1cc(/C=C2\NC(=S)N(c3c(C)n(C)n(-c4ccccc4)c3=O)C2=O)ccc1O	-4	4.3	93	7	-5	-2	4	-24	93
CNS(=O)(=O)c1cc(-c2nnc(Nc3ccc(CC(N)=O)cc3)c3ccccc23)ccc1C	-9	1.1	100	8	12	6	-16	-34	101
O=C(NN=C1CCN(Cc2ccccc2)CC1)c1cc(Br)ccc1O	-1	-2.1	108	5	-8	0	5	-11	105
CCOC(=O)c1ccccc1NC(=O)Cn1cnc2c(cnn2C(C)(C)C)c1=O	-4	-1.3	103	12	-15	1	7	-1	103
O=c1oc(Nc2ccccc2F)nc2ccccc12	-6	2.1	105	-7	36	4	-2	3	104
COC(=O)c1sc(S(=O)(=O)NCc2ccccc2)c(C(=O)OC)c1C	-8	-0.5	103	22	-4	0	3	-15	100
CSc1nc(N)nc(SCCS(=O)(=O)c2ccc(Cl)cc2)c1C#N	-4	4.9	96	-53	8	-1	-1	-1	99
O=C(N/N=C/c1ccc2c(c1)OCO2)c1ccc(COCC(F)(F)C(F)F)cc1	x	0.9	100	23	21	3	0	-21	106
O=C(NCCc1ccccn1)C1CCCN1S(=O)(=O)c1ccc(Cl)cc1 (stereo unspecified)	-3	-0.6	100	-5	-7	0	16	-14	102
Cc1cc(Br)ccc1NC(=O)C1CCN(C(=O)c2ccco2)CC1	-7	-0.1	98	1	6	-2	-14	-16	95
Cc1nnsc1C(=O)NNc1c(Cl)cccc1Cl	-7	-0.2	98	-12	6	-4	-10	-5	100
CC(C)(C)NC(=O)COC(=O)c1cc(Cl)ccc1[N+](=O)[O-]	-9	-1.0	97	-3	20	-3	7	0	94
Cc1cc2nc(-c3cccc(NC(=O)c4ccc(Br)o4)c3)oc2cc1C	-2	2.8	101	7	-7	1	-2	-1	103
COc1ccc(N2CCN(C(=O)CCS(=O)(=O)c3ccc4c(c3)NC(=O)C(C)S4)CC2)cc1 (stereo unspecified)	-3	3.4	99	1	-2	4	1	-49	103
CC(C)c1nnc(SCC(=O)NCc2ccco2)n1C	4	-0.6	98	-14	26	3	5	-3	103
O=C(Nc1ncccn1)c1ccc([N+](=O)[O-])cc1Cl	-7	x	103	x	-5	3	5	-2	104
Cc1cccc(N(C(=O)Cn2nnc(-c3ccc(C)o3)n2)C(C(=O)NC2CCCC2)c2ccncc2)c1 (stereo unspecified)	-2	0.8	102	8	14	-1	8	-24	102
Cc1nc2sccn2c(=O)c1S(=O)(=O)N1CCN(c2cccc(C(F)(F)F)c2)CC1	-9	-4.0	97	-13	8	-7	-4	-28	88
C/C(=N\Nc1nc(C)cc(=O)[nH]1)C1CC1	-5	-1.2	100	15	-1	11	9	1	107
Cc1onc(-c2ccccc2)c1C(=O)Nc1cc(C(F)(F)F)ccc1N1CCOCC1	5	2.0	102	0	10	2	-3	-19	105
C=CCn1c(=O)c(C(C)=O)cn(N(C)c2ncc(C(F)(F)F)cc2Cl)c1=O	-5	-1.4	97	-7	11	-4	-5	-22	98
CCc1csc(CCNC(=O)C2CCC(=O)N(Cc3cccc(C(F)(F)F)c3)C2)n1 (stereo unspecified)	0	1.7	105	-5	-6	7	-2	-37	107
O=C(/C=C/c1cn(-c2ccccc2)nc1-c1cccnc1)N1CCCC1	-6	-2.8	79	15	17	-9	0	-22	88
CC(=O)Nc1ccc(NC(=S)Nc2ccccc2)cc1	0	-3.4	102	12	-1	6	4	0	100
Cc1cc(Cl)c(S(=O)(=O)NCCC(=O)O)cc1OCC(N)=O	-5	-1.7	110	-33	-6	5	1	3	112
COc1ccccc1-c1c(C)nn2c(C)cc(C)nc12	1	-4.3	111	34	19	5	-5	-2	111
CCOC(=O)C1(CCCc2ccccc2)CCN(C(=O)CCc2cnn(C)c2)CC1	-6	-0.4	109	9	10	-9	-2	-38	99
Cc1ccc(S(=O)(=O)Nc2c(Cl)c(Cl)c(O)c3ccccc23)cc1	x	x	112	x	92*	12	7	12	107
CCCN1CCN(c2nc3c([nH]2)c(=N)ncn3CC(O)CO)CC1 (stereo unspecified)	-6	-0.3	103	-2	26	-1	12	4	99
Cc1c(NC(=O)c2ccco2)cccc1C(=O)NN1C(=O)c2ccccc2C1=O	-7	0.6	94	11	-3	-1	-3	-10	97
O=C(CSc1n[nH]c(-c2ccccc2)n1)NC(=O)NCc1ccco1	1	-1.8	109	-22	11	8	-2	-8	106
Cc1cccc(Cc2nnc(CCC(=O)N(C)C3CCOC3)o2)c1 (stereo unspecified)	2	1.1	98	-9	-5	-2	4	-7	95
O=C(NNc1cccc(Cl)n1)c1ccc(Cl)cc1Cl	-5	0.4	102	17	13	-1	4	0	96
CCN1CCC(O)(C#Cc2ccccc2)CC1	-10	-1.2	107	43	22	8	-3	-5	104
COC(=O)c1cc2sccc2n1Cc1nc(-c2cccc(Cl)c2)oc1C	1	4.6	112	1	1	9	-2	1	111
Clc1ccc(/C=N/Nc2ccccn2)cc1	-10	0.0	128*	-43	-16	0	1	-1	111
Fc1ccc(Cn2cccc2C2=NC(c3ccccc3)CO2)cc1 (stereo unspecified)	0	2.1	99	-5	-12	-3	-5	4	96
C/C(=N\NC(=O)CNc1cccc2ccccc12)c1ccccc1	-3	-0.1	100	-4	80*	2	-1	0	93
COc1cccc(CC(=O)Nc2cc(S(=O)(=O)N3CCOCC3)ccc2N2CCOCC2)c1	-2	0.6	107	11	0	0	1	-25	95
O=c1cc(-c2ccccc2)c2ccc(O)c(CN3CCCCC3)c2o1	-6	0.6	99	3	30	-2	-5	3	99
Cc1nnsc1C(=O)N/N=C/c1cccc(C(F)(F)F)c1	-2	-1.5	88	-13	14	-14	-12	2	87
CCCOc1ccc(/C=N/Nc2ccccc2[N+](=O)[O-])c(OCCC)c1	-5	-2.0	80	-13	-1	-2	1	7	76
COc1ccc(N(CC(=O)NCCSC(C)(C)C)S(C)(=O)=O)c(OC)c1	-1	-0.9	105	-6	1	1	2	-18	105
COc1ccccc1N(CC(=O)NC1CCCCC1)C(=O)Cn1nnc(-c2ccc(C)o2)n1	-9	-1.1	100	-11	8	2	-6	-42	97
CC(C)(C)c1ccc(-n2ncc3c2CCCC3NC(=O)CN2CCCCC2=O)cc1 (stereo unspecified)	0	0.2	99	-11	-4	5	-1	-47	99
Cc1cc(C)c2c(=O)n(CC(=O)NCCCN3CCN(c4ccccc4F)CC3)sc2n1	x	0.4	x	20	8	x	-9	3	x
O=C(/C=C/c1cccc2ccccc12)c1ccncc1	3	6.8	96	-96	5	-2	-3	-4	95
Oc1ccc(/C=N/N2CCOCC2)c(O)c1O	-6	0.2	94	-2	27	0	5	-2	98
CC1CCN(c2ccc(NC(=O)Cc3ccccc3)cc2)CC1	-2	0.2	105	-2	13	6	0	-1	105
CCCc1[nH]nc2c1C(c1ccc(OC)c(Cn3nnc4ccccc43)c1)C(C#N)=C(N)O2 (stereo unspecified)	x	-2.8	97	0	4	0	1	-24	95
Cc1cccc(NC(=O)CSc2nc(C3CC3)nc3ccccc23)c1	-9	-4.4	100	9	14	-1	-6	-43	100
O=C(O)CC/C(=N\Nc1ccc([N+](=O)[O-])cc1)c1ccccc1	0	0.9	102	12	-1	-4	1	-4	94
Cc1nn(Cc2ccc(C(=O)N/N=C/c3ccncc3)o2)c(C)c1Cl	-1	0.2	98	-1	4	-4	-6	-40	98
O=C(N/N=C/c1cccc(OCc2ccccc2)c1)c1cccs1	-4	1.1	92	-4	22	-13	-8	-10	88
Nc1nc(-c2ccc(Cl)cc2)cc(C(F)(F)F)n1	-8	0.1	98	-20	-3	0	-6	2	95
CCN(CC)S(=O)(=O)c1cccc(-c2n[nH]c(=S)n2/N=C/c2ccc(OC(F)F)cc2)c1	-2	-2.5	101	-24	-29	17	20	-24	103

Molecules above that have bromine (3):
SMILES	GalR3 antagonist	CRFBP-R2 agonist	MEKK3 PB1 HTS	CRFR2-BP antag	UBC9 SUMO inh	MEKK2mut PB1 HTS	HCV NS3 hel inh	DNA FID counter	MEKK2 WT-MEK5
O=C(NN=C1CCN(Cc2ccccc2)CC1)c1cc(Br)ccc1O	-1	-2.1	108	5	-8	0	5	-11	105
Cc1cc(Br)ccc1NC(=O)C1CCN(C(=O)c2ccco2)CC1	-7	-0.1	98	1	6	-2	-14	-16	95
Cc1cc2nc(-c3cccc(NC(=O)c4ccc(Br)o4)c3)oc2cc1C	-2	2.8	101	7	-7	1	-2	-1	103

Other compounds follow.
SMILES	GalR3 antagonist	CRFBP-R2 agonist	MEKK3 PB1 HTS	CRFR2-BP antag	UBC9 SUMO inh	MEKK2mut PB1 HTS	HCV NS3 hel inh	DNA FID counter	MEKK2 WT-MEK5
O=C(O)c1c[nH]c(=S)n1-c1ccc(F)cc1	-1	0.6	104	-1	-12	12	-5	3	102
Cn1c(=O)c(=O)n(C)c2cc(S(=O)(=O)N3CCC(Cc4ccccc4)CC3)ccc21	0	0.0	99	18	7	0	6	-2	96
Cc1cc(C)c2c(c1)SC1=NC(c3ccccc3)(C(F)(F)F)NC(=O)N12 (stereo unspecified)	-5	-2.1	98	-5	24	-2	0	-4	92
CC1CC(C)CN(CCCNC(=O)Cc2c(C(=O)O)n(C)c3ccccc23)C1 (stereo unspecified)	-2	-1.1	109	4	6	7	-1	-2	107
Cc1c(Cl)cnc(NC(=O)CSc2nncs2)c1Cl	-3	-2.4	144*	3	22	0	-3	-2	107
CCOCC(=O)Nc1c(C(=O)Nc2ccc3c(c2)OCCO3)oc2ccccc12	-1	-2.4	125	8	18	1	1	-7	117
COc1ccc(NC(=O)/C(=C\c2cc(OC)c(OC)cc2[N+](=O)[O-])NC(=O)c2ccccc2)cc1	0	0.2	99	-1	18	0	-1	-13	102
CCNC(=S)N(Cc1ccc(OC)cc1)C1CC(=O)N(c2ccc(OCC)cc2)C1=O (stereo unspecified)	-1	1.4	101	13	-15	3	-4	-3	102
Nc1nc(SCC(=O)Nc2ccc([N+](=O)[O-])cc2)n[nH]1	2	-0.9	104	-7	-9	2	5	0	101
N#Cc1ccc(C23CC4(C2)[C@H](CN(CC2CCCCC2)[C@@H]4c2ccccc2)C3c2ccccc2)cc1 (stereo partly specified)	-5	3.6	109	-8	-28	6	x	x	113
O=C(Cc1ccccc1)NC1CCN(C(=O)c2ccc([N+](=O)[O-])cc2)CC1	-7	0.8	98	1	-7	2	-6	-7	96
Fc1cccc(-n2c(-c3cccs3)nc3nc4ccccc4nc32)c1	x	x	101	x	55*	-4	2	0	90

An excerpt, so the mix of outcomes need not match the whole.
